Bioassay records: PubChem BioAssay, National Center for Advancing Translational Sciences (NCATS)
D1 PAM = Potentiators of Human D1 Dopamine Receptor: qHTS. D(1A) dopamine receptor (Homo sapiens), P21728. HEK293 TREx D1 cells, calcium flux, dopamine EC20 potentiation. potentiation, % at 10 µM. hit rate 0.036% among 360,000. AID 504651, 2011; in the data active = potentiation above about 30%; also: 0% is about no effect
Target sequence (P21728 whole entry, looked up): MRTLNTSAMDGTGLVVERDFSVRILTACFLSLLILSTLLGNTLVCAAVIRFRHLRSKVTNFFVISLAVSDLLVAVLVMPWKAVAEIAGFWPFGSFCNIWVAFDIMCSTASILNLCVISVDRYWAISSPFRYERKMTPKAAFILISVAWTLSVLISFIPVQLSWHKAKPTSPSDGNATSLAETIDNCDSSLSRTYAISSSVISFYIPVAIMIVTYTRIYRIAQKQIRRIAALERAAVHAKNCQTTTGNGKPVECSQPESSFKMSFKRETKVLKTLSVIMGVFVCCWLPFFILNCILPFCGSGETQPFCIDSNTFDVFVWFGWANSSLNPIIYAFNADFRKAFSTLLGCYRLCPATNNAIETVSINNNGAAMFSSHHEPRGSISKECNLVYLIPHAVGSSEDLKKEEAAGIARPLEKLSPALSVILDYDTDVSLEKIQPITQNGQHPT
TRHR ag = qHTS for Small Molecule Agonists and Allosteric Enhancers of Human TRH Receptor: Primary Screen for Agonists. AID 493084, 2011. hit rate 0.18% among 360,000. activation, % at 2 µM. TRHR cells, calcium flux fluo-8, FDSS agonist mode. Thyrotropin-releasing hormone receptor (Homo sapiens), P34981; also: 0% is about no effect
Target sequence (P34981 whole entry, looked up): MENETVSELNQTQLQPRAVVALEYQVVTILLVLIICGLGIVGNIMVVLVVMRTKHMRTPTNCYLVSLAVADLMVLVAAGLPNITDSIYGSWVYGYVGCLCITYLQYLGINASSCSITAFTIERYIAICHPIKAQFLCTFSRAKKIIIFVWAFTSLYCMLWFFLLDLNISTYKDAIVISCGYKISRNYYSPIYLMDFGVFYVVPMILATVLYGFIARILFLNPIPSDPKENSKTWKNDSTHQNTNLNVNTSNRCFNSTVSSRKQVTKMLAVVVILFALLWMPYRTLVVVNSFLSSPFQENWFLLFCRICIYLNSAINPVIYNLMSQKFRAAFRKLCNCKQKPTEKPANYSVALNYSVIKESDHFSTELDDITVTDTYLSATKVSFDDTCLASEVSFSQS
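Fluo-8-loaded TRHR cells; 10 s baseline, compound added, kinetic Ca2+ fluorescence read 1/s, agonist mode.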
D2 antag = HTS Assay for Allosteric Antagonists of the Human D2 Dopamine Receptor: Primary Screen for Antagonists; HEK293 TREx D2 cells, calcium flux, dopamine EC80; inhibition, % at 10 µM; hit rate 2% among 340,000; in the data active = inhibition above about 30%; also: 0% is about no effect
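Dopamine at EC80 is the agonist stimulus; test compounds precede it by 180 s. Calcium flux read kinetically in a force-coupled, inducible HEK293 T-REx D2 cell line.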
RXFP1 antag = qHTS Assay for Antagonists of the Relaxin Receptor RXFP1. activity change, negative = inhibition, % at 57.5 µM. HEK293-RXFP1, relaxin-stimulated cAMP HTRF, 30 min; hits give low values. AID 1259400, 2018. Relaxin receptor 1 (Homo sapiens), Q9HBX9. hit rate 0.59% among 350,000;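 active = activity change of -60% or lower, but not beyond a set lower limit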; also: % is scaled to controls: 0 for no effect and ±100 for the full control effect
D1 agonist = Allosteric Agonists of the Human D1 Dopamine Receptor: qHTS | AID 504660, 2011 | activation, % at 2 µM | HEK293 T-REx D1 cells, calcium flux, agonist mode | hit rate 1% among 360,000 | D(1A) dopamine receptor (Homo sapiens), P21728; also: 0% is about no effect
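Tetracycline-induced HEK293 TREx D1 cells, force-coupled to calcium signalling, were dye-loaded with a no-wash calcium kit. Compound was pin-added after a 10 s baseline. Fluorescence was read kinetically at 1 cycle/s for 180 s, with calcium rises flagged as agonism.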
D2 agonist = HTS Assay for Allosteric Agonists of the Human D2 Dopamine Receptor: Primary Screen for Agonists | D(2) dopamine receptor (Homo sapiens), P14416 | HEK293 T-REx D2 cells, calcium flux agonist mode | activation, % at 2 µM | hit rate 0.53% among 340,000 | AID 485358, 2010;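 active = activation over 3 SD above normal in the single-dose calcium agonist read, cut at about 30% in these data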; also: 0% is about no effect
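Agonism is scored from calcium flux in a force-coupled, inducible HEK293 cell line expressing D2, read kinetically for 180 s after compound addition against dopamine controls.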
D1 antag = Antagonist of Human D 1 Dopamine Receptor: qHTS. D(1A) dopamine receptor (Homo sapiens), P21728. HEK293 TREx D1 cells, calcium flux, dopamine EC80; hits give low values. activity change, negative = inhibition, % at 10 µM. hit rate 3.2% among 360,000. AID 504652, 2011; in the data active = activity change below about -30%; also: % is scaled to controls: 0 for no effect and ±100 for the full control effect
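Tetracycline-induced HEK293 Trex D1 cells, force-coupled to calcium, dye-loaded; compounds added and read 180 s, then EC80 dopamine added and calcium flux tracked kinetically another 180 s.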
TRHR PAM = qHTS for Small Molecule Agonists and Allosteric Enhancers of Human TRH Receptor: Primary Screen for Enhancers; AID 493056, 2011; enhancement, % at 2 µM; hit rate 0.66% among 360,000; Thyrotropin-releasing hormone receptor (Homo sapiens), P34981; TRHR cells, fluo-8 calcium fluorescence, EC20 TRH enhancement; in the data active = enhancement above about 30%; also: 0% is about no effect
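TRHR-expressing cells loaded with fluo-8 calcium dye were read kinetically (ex 480/em 530) during compound addition, then stimulated with an EC20 of TRH (10 nM final). Enhancement of the Gq-mediated intracellular calcium response was scored.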
D2 potentiator = HTS Assay for Positive Allosteric Modulators of the Human D2 Dopamine Receptor: Primary Screen for Potentiators; potentiation, % at 10 µM; HEK293 T-REx D2, calcium flux, EC20 dopamine potentiation; hit rate 0.34% among 340,000; D(2) dopamine receptor (Homo sapiens), P14416; AID 485347, 2010;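 active = potentiation over 3 SD above the plate norm, cut at about 30% in these data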; also: 0% is about no effect
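Using a no-wash calcium dye in inducible, force-coupled HEK293 Trex cells expressing D2, we tracked fluorescence each second for 180 s after compound, then for 180 s after EC20 dopamine to detect augmented signalling.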
The depositor's hits bear a star; · = not tested or not shown. Rule as the data show it, unless noted: active = activation above about 30%; inactive = the rest.

Screens by letter – A = D1 PAM; B = TRHR ag; C = D2 antag; D = RXFP1 antag; E = D1 agonist; F = D2 agonist; G = D1 antag; H = TRHR PAM; I = D2 potentiator
1: Cc1ccc(O)c(-c2cc(-c3ccccc3[N+](=O)[O-])[nH]n2)c1
  A = -4	B = 0.2	C = 6	D = -18	E = 2	F = 1.9	G = 12	H = -1	I = -2

2: CC1CCCN(c2nc3ccsc3c(=O)s2)C1 (stereo not drawn)
  A = -2	B = -0.7	C = 9	D = 4	E = 5	F = 3.3	G = -1	H = -3	I = ·

3: Cc1ccc(C(=O)NCc2ccc(Cl)cc2)o1
  A = -4	B = 1.8	C = -2	D = 11	E = 3	F = -0.5	G = -3	H = -3	I = 4

4: Cc1cc(C)c(C(=O)COC(=O)c2ccc(NC(=O)CC#N)cc2)cc1C
  A = -3	B = 2.9	C = 11	D = -23	E = 4	F = 2.2	G = 5	H = 2	I = 0

5: Cc1ccc(Nc2cc(-n3nc(C)cc3C)ncn2)cc1
  A = 2	B = 0.1	C = -6	D = 0	E = -2	F = 0.3	G = 10	H = -3	I = 2

6: CCc1ccc(-c2nc(SCC(=O)NCCOC)c(-c3ccc(C)cc3)[nH]2)cc1
  A = -3	B = -0.7	C = ·	D = -20	E = 2	F = -1.1	G = -14	H = -1	I = 7

7: CCc1cccc2c(-c3ccccc3)nc(SCC(=O)Nc3ccccc3)nc12
  A = 2	B = 1.6	C = ·	D = 1	E = 0	F = 1.2	G = -6	H = 2	I = 9

8: C/C(=N/NC(=O)c1ccccc1)C(=O)O
  A = -1	B = -0.1	C = -3	D = -10	E = 0	F = 0.5	G = -31*	H = 28	I = -4

9: CCOC(=O)C(=CNc1nc(-c2ccccc2)c(C(=O)Nc2ccc(-c3ccccc3)cc2)s1)C(=O)OCC
  A = 0	B = 0.4	C = -4	D = 22	E = 0	F = 0.6	G = 3	H = 4	I = 11

10: CSc1ccc(CCNC(=O)C2CCN(c3nc4ccccc4nc3C(F)(F)F)CC2)cc1
  A = -2	B = 0.0	C = ·	D = ·	E = 1	F = 0.3	G = 5	H = 1	I = 5

11: COCC(=O)N1CCC(Oc2ccc(C(=O)NC(C)c3csc(C)n3)cc2)CC1 (stereo not drawn)
  A = 2	B = 0.6	C = 19	D = 13	E = 3	F = -0.1	G = 27	H = 10	I = -2

12: O=C(COc1ccc(Cl)cc1)Nc1ccccc1CO
  A = 0	B = -0.8	C = -13	D = -9	E = 0	F = 1.0	G = 3	H = 4	I = -9

13: COc1ccc2c(c1)CC(C(=O)Nc1ccc(Br)c(C)c1)CO2 (stereo not drawn)
  A = -1	B = 0.7	C = ·	D = -4	E = 2	F = 0.3	G = 8	H = -5	I = -3

14: C=CCn1cc(C(=O)N2CCN(C)CC2)c(=O)c2cc(S(=O)(=O)N(CC)CC)ccc21
  A = -6	B = 1.0	C = -6	D = -12	E = 3	F = 1.0	G = -14	H = 53*	I = 9

15: CCOCCn1ccc2c(OCC(=O)NCc3ccc(C)cc3)cccc2c1=O
  A = -1	B = -0.6	C = ·	D = ·	E = -1	F = 0.4	G = ·	H = 3	I = -1

16: FC(F)(F)c1cccc(Cn2cnc(NC(=S)NCCc3ccccc3)n2)c1
  A = -4	B = 1.0	C = 6	D = -3	E = 5	F = 1.5	G = 6	H = 5	I = 1

17: COc1ccc(CCn2c(NN=C(C)C)nc3c2c(=O)[nH]c(=O)n3C)cc1
  A = -1	B = -0.5	C = -6	D = ·	E = 0	F = 2.1	G = 2	H = 0	I = 8

18: COc1ccc(-c2noc(-c3ccc(N4CCN(C)CC4)c([N+](=O)[O-])c3)n2)cc1OC
  A = 3	B = 2.0	C = ·	D = ·	E = 0	F = 8.3	G = 9	H = -4	I = -4

19: CC1(C)C=Cc2c(c3c(c4c(=O)c(-c5ccc(O)cc5)coc24)OC(C)(C)CC3)O1
  A = 4	B = -0.3	C = 4	D = ·	E = 2	F = 0.4	G = -18	H = -18	I = 6

20: CCC(CC)c1nc(NCCC(=O)O)c2ccccc2n1
  A = -2	B = -0.3	C = 11	D = -1	E = 1	F = -0.4	G = 8	H = -2	I = 2

21: COc1ccc(NC(=O)CSc2nnc(-c3ccoc3C)n2CCc2ccccc2)cc1
  A = -7	B = -0.5	C = -13	D = 0	E = 1	F = 0.6	G = 3	H = -7	I = 1

22: COc1ccccc1S(=O)(=O)Cc1ccc(C(=O)N2CCOCC2)o1
  A = 5	B = 0.2	C = 16	D = ·	E = 2	F = -0.8	G = -1	H = -15	I = -7

23: CCOc1ccc(NC(=O)CN2C(=O)CC(C)Sc3ccccc32)cc1 (stereo not drawn)
  A = 3	B = -0.3	C = ·	D = ·	E = 1	F = -0.4	G = -7	H = 5	I = 23

24: COc1ccc(NC(=O)CC2C(=O)N(CCc3ccccc3)C(=S)N2Cc2cccnc2)cc1 (stereo not drawn)
  A = -3	B = 0.1	C = -5	D = -19	E = 2	F = 0.3	G = -15	H = 3	I = 19

25: CCOC(=O)c1sc(NC(=O)c2ccccc2F)c(C(N)=O)c1C
  A = -1	B = 0.9	C = 10	D = -4	E = -2	F = 0.5	G = -16	H = 0	I = 3

Screens by letter – A = D1 PAM; B = TRHR ag; C = D2 antag; D = RXFP1 antag; E = D1 agonist; F = D2 agonist; G = D1 antag; H = TRHR PAM; I = D2 potentiator
26: COc1ccc(Cl)cc1C(=O)NNC(=O)c1cccc(S(=O)(=O)N(C)C)c1
  A = -2	B = -0.4	C = -5	D = -6	E = 1	F = -1.1	G = 12	H = 6	I = -3

27: Brc1ccc(-c2nc3ccccn3c2Nc2ccc3c(c2)OCCO3)o1
  A = 2	B = 0.5	C = ·	D = -23	E = 0	F = 0.7	G = 2	H = -3	I = 1

28: COc1ccc(S(=O)(=O)Nc2cccc(-c3ccc(N4CCC(C)CC4)nn3)c2)cc1OC
  A = -1	B = -0.5	C = ·	D = -4	E = 4	F = -0.3	G = -4	H = -1	I = -3

29: Cc1nn(C)c(C)c1CN(C)C(=O)c1cc2nc(-c3ccco3)cc(C(F)(F)F)n2n1
  A = -2	B = -0.8	C = -4	D = 3	E = 6	F = 0.8	G = -3	H = -1	I = ·

30: CCOc1ccccc1NC(=O)c1cc2ccc3cccnc3c2[nH]1
  A = -1	B = -1.1	C = ·	D = 6	E = 4	F = -1.7	G = -1	H = 32*	I = 0

31: COc1ccnc(-n2cccc2C=O)c1C#N
  A = -3	B = 0.3	C = -2	D = 3	E = 2	F = 1.3	G = -14	H = -19	I = 22

32: COc1cccc(CNC(=O)Cc2c(C(=O)O)[nH]c3ccccc23)c1
  A = -6	B = 0.1	C = 11	D = 6	E = 3	F = 0.1	G = -7	H = 13	I = 4

33: CC(C)c1ccc(NC(=O)CN2C(=O)NC(C)(C3CC3)C2=O)cc1 (stereo not drawn)
  A = -6	B = 0.3	C = 5	D = -4	E = 1	F = 1.0	G = -11	H = 5	I = -4

34: O=C(NCC(O)c1ccc([N+](=O)[O-])cc1)C(c1ccccc1)c1ccccc1 (stereo not drawn)
  A = -3	B = -0.5	C = -2	D = -23	E = -5	F = 0.8	G = -3	H = -6	I = 23

35: COc1ccccc1NC(=O)C1Cc2ccccc2CN1C(=O)c1ccco1 (stereo not drawn)
  A = 13	B = -0.9	C = 0	D = -16	E = -1	F = -0.3	G = -2	H = 13	I = 23

36: O=c1[nH]c(CSc2ccccn2)nc2ccccc12
  A = -10	B = -0.1	C = ·	D = 0	E = 0	F = ·	G = -19	H = -7	I = ·

37: COc1ccc(C(=O)N2CCN(c3c(C)cccc3C)CC2)cc1OC
  A = -3	B = 1.2	C = 2	D = -3	E = 3	F = 1.5	G = 1	H = 2	I = 6

38: Cc1ccc(S(=O)(=O)N2CCC(C(=O)NNC(=O)c3ccccc3)CC2)cc1
  A = 0	B = -0.2	C = -1	D = -4	E = 0	F = 1.8	G = 23	H = -3	I = 3

39: Cc1c(NC(=O)C(C)Sc2nc3ccccc3c(=O)n2CCO)c(=O)n(-c2ccccc2)n1C (stereo not drawn)
  A = -2	B = 0.3	C = -14	D = 0	E = 2	F = 0.4	G = -7	H = 15	I = 3

40: CC(NC(=O)c1ccc2c(=O)n3c(nc2c1)CCC3)c1ccc(S(N)(=O)=O)cc1 (stereo not drawn)
  A = -8	B = 0.2	C = 15	D = 5	E = 5	F = -0.5	G = -1	H = -6	I = -10

Reformatted: 11 of the compounds above.
no.	SMILES	D1 PAM	TRHR ag	D2 antag	RXFP1 antag	D1 agonist	D2 agonist	D1 antag	TRHR PAM	D2 potentiator
26	COc1ccc(Cl)cc1C(=O)NNC(=O)c1cccc(S(=O)(=O)N(C)C)c1	-2	-0.4	-5	-6	1	-1.1	12	6	-3
27	Brc1ccc(-c2nc3ccccn3c2Nc2ccc3c(c2)OCCO3)o1	2	0.5	·	-23	0	0.7	2	-3	1
28	COc1ccc(S(=O)(=O)Nc2cccc(-c3ccc(N4CCC(C)CC4)nn3)c2)cc1OC	-1	-0.5	·	-4	4	-0.3	-4	-1	-3
29	Cc1nn(C)c(C)c1CN(C)C(=O)c1cc2nc(-c3ccco3)cc(C(F)(F)F)n2n1	-2	-0.8	-4	3	6	0.8	-3	-1	·
30	CCOc1ccccc1NC(=O)c1cc2ccc3cccnc3c2[nH]1	-1	-1.1	·	6	4	-1.7	-1	32*	0
31	COc1ccnc(-n2cccc2C=O)c1C#N	-3	0.3	-2	3	2	1.3	-14	-19	22
32	COc1cccc(CNC(=O)Cc2c(C(=O)O)[nH]c3ccccc23)c1	-6	0.1	11	6	3	0.1	-7	13	4
33	CC(C)c1ccc(NC(=O)CN2C(=O)NC(C)(C3CC3)C2=O)cc1 (stereo not drawn)	-6	0.3	5	-4	1	1.0	-11	5	-4
34	O=C(NCC(O)c1ccc([N+](=O)[O-])cc1)C(c1ccccc1)c1ccccc1 (stereo not drawn)	-3	-0.5	-2	-23	-5	0.8	-3	-6	23
35	COc1ccccc1NC(=O)C1Cc2ccccc2CN1C(=O)c1ccco1 (stereo not drawn)	13	-0.9	0	-16	-1	-0.3	-2	13	23
36	O=c1[nH]c(CSc2ccccn2)nc2ccccc12	-10	-0.1	·	0	0	·	-19	-7	·
